# Screening results from PubChem BioAssay.
# WRN inhibitor: qHTS for Inhibitors of WRN Helicase; Bifunctional 3'-5' exonuclease/ATP-dependent helicase WRN (Homo sapiens), Q14191; WRN helicase unwinding, fluorescent forked duplex, kinetic; Potency, µM (titrated, usually from 114 µM), for inactives: at the top dose activity change, negative = inhibition, most hits filed as inhibitors; 360,000 compounds, 0.46% hits; AID 651768, 2012; note: potency is the fitted concentration of half-maximal effect; % is set by controls: 0 for no effect and ±100 for the full control effect; nearly all actives have a fitted effect of over 55% in size
#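 Primary qHTS, 1536-well format. 20 nM WRN + compound, 15 min RT; start with 100 nM forked fluorophore/quencher duplex, 2 mM ATP (final); kinetic read ex 525/em 598 nm.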
# EPAC2 antagonist: qHTS for Antagonist of cAMP-regulated guanine nucleotide exchange factor 2 (EPAC2): primary screen; Rap guanine nucleotide exchange factor 4 (Homo sapiens), Q8WZA2; EPAC2 GEF exchange of Rap1B-BODIPY-GDP, fluorescence; Potency, µM (highest dose often 114 µM), for inactives: top-dose activity, negative = inhibition, most hits filed as inhibitors; 360,000 compounds, 0.18% hits; note: potency is the fitted concentration of half-maximal effect; % is set by controls: 0 for no effect and ±100 for the full control effect; nearly all actives have a fitted effect of over 45% in size; many of its hits are not listed in these tables
# MmCpn inh: Inhibitors of TCP-1 ring complex (TRiC) of Methanococcus maripaludis (MmCpn): qHTS; purified Mm-Cpn ATPase, ADP Transcreener TR-FRET; 330,000 compounds, 0.031% hits; Potency, µM (titrated, usually from 76.9 µM), for the others: at the highest dose activity, negative = inhibition, actives largely listed as inhibitors; AID 504842, 2011; note: potency is the fitted concentration of half-maximal effect; % is set by controls: 0 for no effect and ±100 for the full control effect; nearly all actives have a fitted effect of over 80% in size
#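 Purified archaeal chaperonin (25 nM final) was preincubated with compound for 10 min at 37°C, then ATP (10 uM final) was added for 30 min at 37°C in Tris pH 7.4/KCl/MgCl2/DTT buffer. ADP was quantified by HTRF Transcreener TR-FRET.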
# CCT modulator: High-Throughput Screening for Modulators of Cytosolic Chaperonin Activity; purified chaperonin ATPase assay, HTRF ADP detection, 30 min; activity change, % (no concentration beside the values), hits read low; 360,000 compounds, 0.3% hits; in the data active = activity change below about -30%; note: % is set by controls: 0 for no effect and ±100 for the full control effect
#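 TRiC (40 or 20 nM final, by batch activity) in 30 mM Tris pH 7.4, 100 mM KCl, 5 mM MgCl2, 1 mM DTT was treated with compound at 76 uM single dose, then 10 uM ATP, 30 min at 37 °C. ADP was read by HTRF Transcreener.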
# EPAC1 ag: qHTS for Agonist of cAMP-regulated guanine nucleotide exchange factor 3 (EPAC1): primary screen | EPAC1 agonist qHTS, biochemical assay; response scale: 100% = response to 6.5 mM cAMP | Potency, µM (highest dose often 154 µM), inactives show at the highest dose activation, usual class: activators | 360,000 compounds, 0.073% hits | AID 720707, 2013; note: potency is the fitted concentration of half-maximal effect; nearly all actives have a fitted effect of over 60% in size
#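 Read-out is the fluorescence drop as BODIPY-GDP leaves Rap1B (480 nm excitation, 540 nm emission), recorded every 5 minutes over 30 minutes. Reactions held 100 nM EPAC1, 250 nM Rap1B–BODIPY-GDP and 50 uM GDP, with 6.5 mM cAMP setting full activation.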
# PLK1 PBD inh: qHTS for Inhibitors of PLK1-PDB (polo-like kinase 1 - polo-box domain): Primary Screen; Serine/threonine-protein kinase PLK1 (Homo sapiens), P53350; Plk1 PBD binding of FITC phosphopeptide, fluorescence polarization; Potency, µM, for the others: max response, negative = inhibition, usual class: inhibitors; 360,000 compounds, 2.8% hits; note: potency is the fitted concentration of half-maximal effect; series mostly up to about 57 µM; % is set by controls: 0 for no effect and ±100 for the full control effect; nearly all actives have a fitted effect of over 65% in size
# Target sequence (P53350 whole entry, looked up, the tested form may be a part): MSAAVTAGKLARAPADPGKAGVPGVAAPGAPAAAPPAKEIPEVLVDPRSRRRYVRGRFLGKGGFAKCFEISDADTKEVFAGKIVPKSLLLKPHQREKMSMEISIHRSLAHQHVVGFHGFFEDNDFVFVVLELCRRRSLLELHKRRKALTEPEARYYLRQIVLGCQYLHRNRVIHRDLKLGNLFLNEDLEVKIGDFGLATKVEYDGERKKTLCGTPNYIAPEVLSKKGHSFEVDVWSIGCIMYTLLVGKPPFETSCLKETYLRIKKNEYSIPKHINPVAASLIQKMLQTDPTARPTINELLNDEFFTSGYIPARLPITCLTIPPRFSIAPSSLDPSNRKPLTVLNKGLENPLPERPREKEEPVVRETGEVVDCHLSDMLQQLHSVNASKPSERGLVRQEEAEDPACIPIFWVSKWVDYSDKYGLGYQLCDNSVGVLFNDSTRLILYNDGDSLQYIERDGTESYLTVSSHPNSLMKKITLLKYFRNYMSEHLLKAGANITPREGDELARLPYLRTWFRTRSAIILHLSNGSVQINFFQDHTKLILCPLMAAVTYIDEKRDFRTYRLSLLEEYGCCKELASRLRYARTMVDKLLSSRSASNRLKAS
# EPAC1 antagonist: qHTS for Antagonist of cAMP-regulated guanine nucleotide exchange factor 3 (EPAC1): primary screen; 360,000 compounds, 0.14% hits; EPAC1 GEF assay, Rap1b-BODIPY-GDP exchange fluorescence; AID 720709, 2013; Potency, µM (series often up to 115 µM), for the others: at the top dose activity change, negative = inhibition, most hits filed as inhibitors; Rap guanine nucleotide exchange factor 3 (Homo sapiens), O95398;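 note: potency is the fitted concentration of half-maximal effect; plate controls were vehicle for no effect and positive control for full effect; nearly all actives have a fitted effect of over 50% in size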
# PI5P4Ka inh: qHTS for Inhibitors of phosphatidylinositol 5-phosphate 4-kinase (PI5P4K); Phosphatidylinositol 5-phosphate 4-kinase type-2 alpha (Homo sapiens), P48426; max response, %; 330,000 compounds, 1.2% hits; AID 652105, 2013; PI5P4Kalpha enzyme, ADP-Glo luminescence, 60 min; hits give low values; active = max response of -50% or lower; inconclusive = between -30% and -50%; inactive = -30% or higher; note: value at the top dose of about 77 µM; % is set by controls: 0 for no effect and ±100 for the full control effect
# Target sequence (P48426 whole entry, looked up): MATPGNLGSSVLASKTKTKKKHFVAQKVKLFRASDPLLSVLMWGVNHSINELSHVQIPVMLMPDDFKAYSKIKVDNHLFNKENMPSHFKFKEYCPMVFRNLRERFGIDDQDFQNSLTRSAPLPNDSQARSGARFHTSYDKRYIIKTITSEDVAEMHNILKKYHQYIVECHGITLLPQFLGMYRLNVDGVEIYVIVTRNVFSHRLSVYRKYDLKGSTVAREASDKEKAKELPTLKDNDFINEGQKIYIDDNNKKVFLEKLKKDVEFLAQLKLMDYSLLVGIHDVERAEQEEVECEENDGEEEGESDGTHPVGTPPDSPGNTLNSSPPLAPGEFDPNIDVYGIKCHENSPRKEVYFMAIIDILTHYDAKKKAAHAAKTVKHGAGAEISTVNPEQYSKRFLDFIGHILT
#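 Compounds were pin-transferred onto PI5P4Kalpha and substrate in HEPES pH 7.4 buffer with EGTA, CHAPS and 5% DMSO. ATP (5 microM final) started the reaction, which ran 60 minutes at room temperature before ADP-Glo detection.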
# Numbers without * were called inactive; ? = inconclusive; . = no result given; [ ] = dose if it differs, or a comment. Unless noted, calls come from the whole dose curve; as a rule, active = well fitted curve in the direction sought with a large enough effect; inconclusive = small, poorly fitted or top-dose-only effect, or another doubt; inactive = no such curve, though single readings can be large; an effect the other way counts as inactive or inconclusive. An excerpt (hit frequency here may not be typical).
# Start of the listing, in advance:
# Abbreviations: A = WRN inhibitor; B = EPAC2 antagonist; C = MmCpn inh; D = CCT modulator; E = EPAC1 ag; F = PLK1 PBD inh; G = EPAC1 antagonist; H = PI5P4Ka inh
Compound: O=C(COc1ncnc2sccc12)Nc1cccc(S(=O)(=O)N2CCCC2)c1
  A = 5%	B = 1%	C = -3%	D = -1.3	E = 12%	F = -9%	G = -1%	H = -25

Compound: Cc1cccc(OC(C)C(=O)Nc2cc(Cl)ccc2-n2cncn2)c1 (stereo not given)
  A = -7%	B = -20%	C = -2%	D = 2.3	E = 8%	F = -6%	G = -11%	H = 4

# Main list, from the first entry:
# Abbreviations: A = WRN inhibitor; B = EPAC2 antagonist; C = MmCpn inh; D = CCT modulator; E = EPAC1 ag; F = PLK1 PBD inh; G = EPAC1 antagonist; H = PI5P4Ka inh
Compound: O=C(COc1ncnc2sccc12)Nc1cccc(S(=O)(=O)N2CCCC2)c1
  A = 5%	B = 1%	C = -3%	D = -1.3	E = 12%	F = -9%	G = -1%	H = -25

Compound: Cc1cccc(OC(C)C(=O)Nc2cc(Cl)ccc2-n2cncn2)c1 (stereo not given)
  A = -7%	B = -20%	C = -2%	D = 2.3	E = 8%	F = -6%	G = -11%	H = 4

Compound: NS(=O)(=O)c1ccc(Nc2ccc3cc(S(=O)(=O)N4CCCCC4)ccc3n2)cc1
  A = 3%	B = -5%	C = -1%	D = 1.2	E = 3%	F = 7%	G = 0%	H = 1

Compound: Cc1ccc(-c2nn(-c3cccc(F)c3)cc2CNCCc2ccncc2)o1
  A = 7%	B = -4%	C = 0%	D = 0.6	E = -15%	F = -18%	G = ?	H = 0

Compound: CCC1COCCS(=O)(=O)N1Cc1ccccc1C (stereo not given)
  A = 8%	B = -23%	C = 2%	D = 0.4	E = -16%	F = -3%	G = -17%	H = -9

Compound: c1ccc(Oc2cccc(OCCCn3cncn3)c2)cc1
  A = -3%	B = -5%	C = 1%	D = -1.5	E = 5%	F = -23%	G = 6%	H = -2

Compound: COc1cc(C(=O)NC(=S)Nc2ccccc2N2CCOCC2)cc(OC)c1OC
  A = -7%	B = 2%	C = 1%	D = -1.9	E = 1%	F = -4%	G = 12%	H = 0

Compound: Cc1cccc(C)c1-n1c(C)cc(/C=C2\NC(=O)NC2=O)c1C
  A = 9%	B = 1%	C = 0%	D = -1.4	E = -3%	F = 1%	G = 9%	H = .

Compound: O=C(c1ncc[nH]1)c1ccco1
  A = 0%	B = -3%	C = 2%	D = -0.9	E = -1%	F = -22%	G = -1%	H = -3

Compound: CCCCc1nnc(NC(=O)Cn2cnc3ccccc3c2=O)s1
  A = 1%	B = 9%	C = 1%	D = -1.7	E = -5%	F = 6%	G = 4%	H = 0

Compound: COc1ccc(CCNC(=O)CCC(=O)NC2CCCCC2)cc1OC
  A = 12%	B = 8%	C = 0%	D = -0.7	E = -2%	F = 3%	G = -11%	H = 7

Compound: O=C(COC(=O)c1ccccc1O)NCc1ccccc1Cl
  A = -4%	B = -14%	C = -2%	D = 0.8	E = -4%	F = 2%	G = -1%	H = 10

Compound: COc1ccc(-n2c(C)c(C(C)=O)c3cc(OC(C)=O)ccc32)cc1
  A = -4%	B = -30%	C = 0%	D = 1.6	E = 9%	F = -1%	G = -24%	H = 6

Compound: Cc1cc2occ(CC(=O)N(CC(C)C)c3c(N)n(Cc4ccccc4)c(=O)[nH]c3=O)c2cc1C
  A = -12%	B = 84%[activator]	C = 0%	D = 0.0	E = 4%	F = -9%	G = 4%	H = -1

Compound: COc1ccc(C(=O)NCC(=O)N2CCN(c3ccccc3)CC2)cc1
  A = -5%	B = 11%	C = -1%	D = -1.0	E = 0%	F = 3%	G = -6%	H = -3

Compound: COc1ccc(N2CCN(c3ccc(NC(=O)C4CCCCC4)cc3C#N)CC2)cc1
  A = 2%	B = 15%	C = 1%	D = -1.8	E = -1%	F = 2%	G = 13%	H = 0

Compound: Fc1ccc(CNC(=S)NCc2ccc(F)cc2)cc1
  A = -2%	B = -4%	C = 2%	D = 0.2	E = 8%	F = -10%	G = -8%	H = 3

Compound: CCNC(=O)n1nccc1C(C)Oc1ccccc1 (stereo not given)
  A = 4%	B = -2%[57.1 µM]	C = 1%	D = -2.1	E = 8%	F = -4%	G = -3%	H = 3

Compound: COc1ccc(S(=O)(=O)N2CCCOC2CNC(=O)C(=O)NCc2ccncc2)cc1 (stereo not given)
  A = 1%	B = -2%	C = ?	D = -3.3	E = 4%	F = -2%	G = 3%	H = -2

Compound: O=C(NCCCN1CCCC1)c1cc2c(Cl)nc3ccccc3c2s1
  A = 37%[activator]	B = -9%	C = 0%	D = 0.5	E = -5%	F = -15%	G = 3%	H = 4

Compound: CC(C)CNc1ncnc2c1ncn2[C@H]1CN(CCN2CCOCC2)C[C@@H](CO)O1
  A = -2%	B = 10%	C = .	D = -0.1	E = -15%	F = 2%	G = -6%	H = -4

Compound: CCCCNC(=O)CN1C(=O)NC2NC(=O)NC21 (stereo not given)
  A = -5%	B = -4%	C = 0%	D = -1.5	E = 2%	F = -1%	G = -9%	H = 2

Compound: O=C1NC(CCc2ccccc2)C(=O)N1Cc1ccccc1Cl (stereo not given)
  A = -8%	B = -8%	C = 2%	D = 1.0	E = -14%	F = -11%	G = -11%	H = -4

Compound: O=C(Cc1ccccc1C(=O)O)Nc1cccc2ccccc12
  A = -6%	B = -8%	C = -6%	D = -0.5	E = 12%	F = 3%	G = ?	H = -6

Compound: Cc1nnc(N/N=C/C(C)c2ccccc2)[nH]c1=O (stereo not given)
  A = -2%	B = 7%	C = 2%	D = -2.9	E = 3%	F = 3%	G = -3%	H = 9

Compound: O=C(Cn1nnc(-c2cccs2)n1)N1CCOCC1
  A = 5%	B = 6%	C = 2%	D = -1.4	E = 3%	F = -11%	G = -16%	H = 3

Compound: Cc1ccc([C@H]2C[C@@H](O)[C@H](n3cc(COC(=O)c4ccccc4)nn3)CN2C(=O)c2cccs2)cc1
  A = -3%	B = 0%	C = .	D = 1.3	E = -15%	F = -5%	G = -18%	H = -4

Compound: CCOC(=O)c1c(C)[nH]c(C(=O)OCc2nc3ccsc3c(=O)[nH]2)c1C
  A = -3%	B = 44%[activator]	C = .	D = 0.2	E = -14%	F = 3%	G = 17%	H = -5

Compound: CNC(=O)c1[nH]nc2c1CCc1ccccc1-2
  A = -5%	B = 1%	C = 3%	D = -1.3	E = 2%	F = 1%	G = -5%	H = 4

Compound: COc1cc(C(=O)NCCCN(C)C)ccc1OCC(=O)Nc1cccc(C(F)(F)F)c1
  A = 3%	B = 3%	C = -3%	D = -0.2	E = -4%	F = -14%	G = 0%	H = 14

Compound: COc1ccc(OC)c(S(=O)(=O)NCc2cn3ccsc3n2)c1
  A = -17%[57.1 µM]	B = 0%	C = -1%	D = -1.0	E = -1%	F = -15%	G = -37%	H = 6

# A second format for part of the listing above.
SMILES,WRN inhibitor,EPAC2 antagonist,MmCpn inh,CCT modulator,EPAC1 ag,PLK1 PBD inh,EPAC1 antagonist,PI5P4Ka inh
COc1ccc(S(=O)(=O)N2CCCOC2CNC(=O)C(=O)NCc2ccncc2)cc1 (stereo not given),1%,-2%,?,-3.3,4%,-2%,3%,-2
O=C(NCCCN1CCCC1)c1cc2c(Cl)nc3ccccc3c2s1,37%[activator],-9%,0%,0.5,-5%,-15%,3%,4
CC(C)CNc1ncnc2c1ncn2[C@H]1CN(CCN2CCOCC2)C[C@@H](CO)O1,-2%,10%,.,-0.1,-15%,2%,-6%,-4
CCCCNC(=O)CN1C(=O)NC2NC(=O)NC21 (stereo not given),-5%,-4%,0%,-1.5,2%,-1%,-9%,2
O=C1NC(CCc2ccccc2)C(=O)N1Cc1ccccc1Cl (stereo not given),-8%,-8%,2%,1.0,-14%,-11%,-11%,-4
O=C(Cc1ccccc1C(=O)O)Nc1cccc2ccccc12,-6%,-8%,-6%,-0.5,12%,3%,?,-6
Cc1nnc(N/N=C/C(C)c2ccccc2)[nH]c1=O (stereo not given),-2%,7%,2%,-2.9,3%,3%,-3%,9
O=C(Cn1nnc(-c2cccs2)n1)N1CCOCC1,5%,6%,2%,-1.4,3%,-11%,-16%,3
Cc1ccc([C@H]2C[C@@H](O)[C@H](n3cc(COC(=O)c4ccccc4)nn3)CN2C(=O)c2cccs2)cc1,-3%,0%,.,1.3,-15%,-5%,-18%,-4
CCOC(=O)c1c(C)[nH]c(C(=O)OCc2nc3ccsc3c(=O)[nH]2)c1C,-3%,44%[activator],.,0.2,-14%,3%,17%,-5
CNC(=O)c1[nH]nc2c1CCc1ccccc1-2,-5%,1%,3%,-1.3,2%,1%,-5%,4
COc1cc(C(=O)NCCCN(C)C)ccc1OCC(=O)Nc1cccc(C(F)(F)F)c1,3%,3%,-3%,-0.2,-4%,-14%,0%,14
COc1ccc(OC)c(S(=O)(=O)NCc2cn3ccsc3n2)c1,-17%[57.1 µM],0%,-1%,-1.0,-1%,-15%,-37%,6
